# Vif-APOBEC3F blk: inhibitors of Vif-A3F interaction; AID 602313; Potency, µM (highest dose often 46.1 µM), without a hit: at the highest dose activity, negative = active; hit rate 0.2% among 390,000; HeLa A3F-eYFP + Vif (tagged APOBEC3F with the HIV-1 protein that degrades it), YFP fluorescence increase; also: % of control where 0% means no effect; nearly all actives have a fitted effect of over 65% in size
#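 HeLa cells stably expressing A3F-eYFP plus Vif, plated and incubated overnight at 37 deg C, then exposed to compounds overnight at 37 deg C. Blocked degradation read as raised yellow fluorescence (Ex 488/Em 500-530).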
# RGS4 inhibitor: inhibitors of human regulator of G protein signaling 4; Transcreener GDP fluorescence polarization, RGS4-accelerated GTP hydrolysis; P49798; hit rate 0.039% among 390,000; Potency, µM (titrated, usually from 114 µM), for the others: at the top dose activity change, negative = inhibition, most hits filed as inhibitors; AID 504845; also: % is scaled to controls: 0 for no effect and ±100 for the full control effect; nearly all actives have a fitted effect of over 75% in size; some results filed as inactive show a strong effect at the top dose
#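 MLSMR compounds (23 nl, pin-transferred) preincubated 10 min at room temperature with a 500nM (2x) first reagent, then RGS4 at 900nM (2x) plus Transcreener GDP mix added; fluorescence polarization (620/688 nm) read before and after 90 min at 30 °C.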
# USP1 inh: blocks the human USP1/UAF1 deubiquitinase complex; hit rate 0.23% among 390,000; recombinant USP1/UAF1, Ub-Rhodamine cleavage fluorescence; O94782; AID 743255; Potency, µM (titrated, usually from 57.1 µM), for inactives: at the top dose activity change, negative = inhibition, most hits filed as inhibitors; also: % is scaled to controls: 0 for no effect and ±100 for the full control effect; nearly all actives have a fitted effect of over 60% in size; inactives centre near -12
# Target sequence (O94782 whole entry, looked up): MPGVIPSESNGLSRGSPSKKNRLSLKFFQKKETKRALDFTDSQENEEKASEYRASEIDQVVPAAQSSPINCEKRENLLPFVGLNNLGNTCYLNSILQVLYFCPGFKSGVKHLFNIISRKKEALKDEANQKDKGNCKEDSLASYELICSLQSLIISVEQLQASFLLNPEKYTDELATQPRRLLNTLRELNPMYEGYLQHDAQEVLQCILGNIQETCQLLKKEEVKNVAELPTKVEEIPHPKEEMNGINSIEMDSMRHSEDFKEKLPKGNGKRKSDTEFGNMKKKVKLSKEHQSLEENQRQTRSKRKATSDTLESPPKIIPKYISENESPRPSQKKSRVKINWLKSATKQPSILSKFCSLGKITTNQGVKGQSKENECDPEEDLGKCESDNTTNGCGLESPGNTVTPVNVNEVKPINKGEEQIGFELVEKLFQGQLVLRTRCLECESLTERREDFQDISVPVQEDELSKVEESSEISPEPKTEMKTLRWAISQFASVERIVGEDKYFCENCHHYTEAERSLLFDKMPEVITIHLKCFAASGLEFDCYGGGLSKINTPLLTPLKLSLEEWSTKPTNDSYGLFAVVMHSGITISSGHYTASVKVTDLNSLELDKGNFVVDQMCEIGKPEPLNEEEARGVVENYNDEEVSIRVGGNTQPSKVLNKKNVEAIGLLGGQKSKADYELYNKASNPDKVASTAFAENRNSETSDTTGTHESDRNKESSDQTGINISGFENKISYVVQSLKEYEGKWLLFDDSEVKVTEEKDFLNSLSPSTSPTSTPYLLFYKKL
#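 In this screen, compounds sit with the deubiquitinase complex (1nM) for 15 min at room temperature before Ub-Rho is added at 150nM final. Fluorescence rise is then followed for 6 reads every 60 seconds.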
# 12-LOX inh: inhibitors of human 12S-lipoxygenase ALOX12 | P18054 | purified 12hLO, xylenol orange hydroperoxide absorbance | Potency, µM (top dose mostly 108 µM), for inactives: top-dose activity change, negative = inhibition, hits mostly inhibitors | hit rate 1.1% among 580,000 | AID 1671190; also: % is scaled to controls: 0 for no effect and ±100 for the full control effect
#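 Purified human 12hLO at 150 nM in 25 mM Hepes, 0.01% Triton X-100, pH 7.0, preincubated 15 min at room temperature with compound. Reaction started with 40 uM arachidonic acid, 30 min at room temperature. Hydroperoxide measured by Fe-xylenol orange, 573/405 nm absorbance ratio.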
# IDH1 R132H inh: blocks human mutant IDH1 R132H enzyme; O75874; IDH1-R132H enzyme, NADPH consumption, diaphorase/resazurin fluorescence; Potency, µM (series often up to 76.6 µM), for the others: top-dose activity change, negative = inhibition, actives largely listed as inhibitors; hit rate 0.093% among 390,000; AID 602179; also: % is scaled to controls: 0 for no effect and ±100 for the full control effect; nearly all actives have a fitted effect of over 65% in size
#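 IDH1-R132H (0.5 ug/mL) preincubated 30 min with compound, then NADPH (0.016 mM) and alpha-KG (2 mM) added; 80 min at RT, pH 7.5. Remaining NADPH coupled via diaphorase/resazurin to fluorescence (540/590 nm); concentration-response curves normalized to no-enzyme control.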
# RXFP1 agonist: RXFP1 (human) receptor agonism; Q9HBX9; HEK293T-RXFP1 cAMP TR-FRET, 30 min; response scale: percent of porcine relaxin response, buffer zero; Potency, µM (top dose mostly 57.5 µM), for the others: at the top dose activation, usual class: activators; hit rate 0.3% among 370,000; also: % is scaled to controls: 0 for no effect and ±100 for the full control effect; nearly all actives have a fitted effect of over 60% in size; many of its hits are not listed in these tables
#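 HEK293T cells stably expressing RXFP1 were pretreated with the PDE4 inhibitor Ro 20174, exposed to compounds for 30 min at 37C, lysed, and cAMP was read by TR-FRET. Data normalized to buffer (basal) and 29 nM porcine relaxin (100%).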
# TrxR1 inh: blocks rat thioredoxin reductase 1 | O89049 | recombinant rTrxR1, NADPH fluorescence consumption, selenite substrate | Potency, µM (series often up to 114 µM), for the others: at the top dose activity change, negative = inhibition, most hits filed as inhibitors | hit rate 1% among 390,000; also: % is scaled to controls: 0 for no effect and ±100 for the full control effect; nearly all actives have a fitted effect of over 65% in size
#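 Rat TrxR1 (90 nM in the dispensed reagent) was pre-reduced with 400 uM NADPH for 5 min at room temperature, then incubated with compound for 15 min. After 400 uM selenite was added, NADPH fluorescence (Ex 340/Em 450 nm) was followed for 8 min.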
# Vif-APOBEC3G blk: inhibitors of Vif-APOBEC3G interaction; Q9HC16; HeLa A3G-eYFP + Vif (tagged APOBEC3G with the HIV-1 protein that degrades it), YFP fluorescence, overnight; Potency, µM (titrated, usually from 46.1 µM), for inactives: at the highest dose activity, negative = active, hits mostly inhibitors; hit rate 0.076% among 410,000; AID 602310;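 also: % is scaled to controls: 0 for no effect and ±100 for the full control effect; nearly all actives have a fitted effect of over 60% in size; hits raise eYFP signal because A3G escapes Vif-driven loss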
#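 HeLa cells stably expressing Vif and C-terminally eYFP-tagged A3G, seeded overnight at 37 deg C, then exposed to compound by pintool overnight at 37 deg C. Rise in yellow fluorescence (Ex 488/Em 500-530, Acumen) marks blocked Vif-driven A3G degradation.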
# TrxR1 substrate: substrates of rat thioredoxin reductase 1 | purified TrxR1 substrate turnover, NADPH consumption readout | Potency, µM (highest dose often 114 µM), without a hit: top-dose activity change, negative = substrate turnover | hit rate 0.01% among 390,000 | AID 588456; also: % is scaled to controls: 0 for no effect and ±100 for the full control effect; nearly all actives have a fitted effect of over 50% in size
#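 Rat TrxR1, dispensed at 90 nM, was prereduced with 400 uM NADPH (final) for 5 min at ~22 deg C, then incubated with compound 15 min before 400 uM selenite. A first-read NADPH fluorescence drop versus no-compound background flagged substrates.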
# * hit, by the source's call; i = inactive; ? = inconclusive; nt = not tested or not shown; & = joins results of further samples; [ ] = remark or other dose. Calls follow the shape of the dose curve; as a rule, active = well fitted curve in the direction sought with a large enough effect; inconclusive = small, poorly fitted or top-dose-only effect, or another doubt; inactive = no such curve, though single readings can be large; an effect the other way counts as inactive or inconclusive. Potency is read from the fitted curve at half-maximal effect. These rows are one share of the data; rates above refer to the full screens.
SMILES,Vif-APOBEC3F blk,RGS4 inhibitor,USP1 inh,12-LOX inh,IDH1 R132H inh,RXFP1 agonist,TrxR1 inh,Vif-APOBEC3G blk,TrxR1 substrate
c1ccc(COC2CCCN(Cc3nc(-c4cccs4)no3)C2)nc1 (stereo not given),-16%,10%,-11%,-13%,-5%,-3.3%,2%[57.1 µM],3%,7%[57.1 µM]
C#CCOCCOCCOCCNc1nc(N2CCN(C(=O)[C@H](CO)n3cc([C@@H](N)C(C)C)nn3)CC2)nc(N2CCN(C(=O)[C@H](CCC(=O)O)n3cc([C@@H](N)[C@H](C)CC)nn3)CC2)n1,-4%,-25%,-27%,-3%,-14%,nt,-17%,-1%,1%
O=C(O)c1cccc(NC(=O)c2cccc(S(=O)(=O)N3CCc4ccccc4C3)c2)c1,1%,12%,-24%,-3%,9%,0.9%,17%,0%,0%
c1ccc(Cn2nnnc2CN2CCN(c3ncccn3)CC2)cc1,-9%,-8%,-5%,0%,7%,2.2%,7%[57.1 µM],3%,-3%
O=C(O)CSC1CC(=O)N(c2ccc(Cl)c(Cl)c2)C1=O (stereo not given),1%,-7%,-16%,?,7%,-0.1%,10%[57.1 µM],0%,-8%[57.1 µM]
N#C/C(=C\N1CCOCC1)c1ccccc1,-6%,14%,-16%,6%,9%,-1.5%,9%,0%,4%
CCCn1c(=O)c(C(=O)N/N=C/c2ccccc2F)c(O)c2ccccc21,0%,-13%,?,8%,0%,-0.4%,17%[57.1 µM],-1%,10%
CC(C)(C)c1ccc(-n2ncc3c2CCCC3NC(=O)c2ccco2)cc1 (stereo not given),-3%,nt,-17%,5%,16%,nt,nt,6%,nt
O=c1c2ccc(F)cc2sn1-c1ccccc1,-25%,nt,?,0.35µM*,-4%,nt,nt,-13%,nt
Fc1ccc(F)c(NC2=NCCCCC2)c1,-5%,-14%,-15%,-13%,3%,0.0%,5%,-2%,-1%
C=Cc1ccc2c(c1)OCCOCCOCCOCCOCCO2,8%,?,-8%,-14%,-4%,1.5%,-13%,-2%,8%
COC(=O)c1ccccc1NC(=O)NCC1CCCO1 (stereo not given),7%,10%,-17%,-2%,6%,2.0%,37%[activator],-5%,60%[activator]
COc1ccc(N(CC(=O)NCc2cccs2)S(=O)(=O)c2cccc(C)c2)cc1,9%,-20%,-21%,-24%,6%,1.4%,3%,4%,-7%
COc1ccc(-c2nc(-c3ccc(Br)o3)no2)cc1,-3%,-3%,-17%,-26%,0%,-0.3%,6%,0%,5%
Cc1ccc(NC(=O)CN2C(=O)CCSc3ccc(S(=O)(=O)N4CCCC4)cc32)cc1C,2%&0%,-12%[11.4 µM],-20%&-14%,-8%&-30%,4%&-16%,0.1%&-0.9%,16%,2%&2%,1%
CCOC(=O)c1cnc2c(C#N)c(C)nn2c1C,nt,38%,4%,-19%,14%,2.4%,-13%,2%,2%
COc1ccc(C(=O)N(Cc2ccc(N(C)C)cc2)Cc2ccco2)cc1Cl,nt,10%,9%,0%,nt,2.9%,10%,nt,-5%
O=C(c1ccc(Cl)cc1)N1C2C=CC(C2)C1(C(F)(F)F)C(F)(F)F (stereo not given),1%,-7%,-17%,10%,0%,2.8%,-5%,-2%,-4%
O=C(Nc1ccc(Cl)cc1Cl)NC1CCN(S(=O)(=O)c2ccc(F)cc2)CC1,6%,4%,-19%,-6%,-2%,-0.9%,10%,2%,-3%
Cc1ccc(C2CC(C(F)(F)F)n3nc(C(=O)NCc4ccco4)cc3N2)cc1 (stereo not given),-1%,-43%,-13%,3%,10%,0.0%,-13%,2%,-10%
O=C(CN1CCOCC1)N/N=C/c1ccc(-c2ccc(C(=O)O)cc2)o1,1%,-4%,-24%,6%,-1%,0.4%,-19%,4%,1%
CCn1cc(Cl)c(C(=O)Nc2cc(C(=O)OC)cc(C(=O)OC)c2)n1,-12%,-11%,-8%,38%[activator],3%,5.5%,1%[57.1 µM],1%,-2%[57.1 µM]
Nc1nnc(CSCc2ccccc2Cl)s1,5%,-15%,-4%,11%,2%,-1.9%,-3%,0%,0%
COc1ccc(-c2cc(C(F)(F)F)nc(SCC(=O)Nc3ccc(O)cc3)n2)cc1OC,-5%,-4%,-21%,0%,-1%,3.5%,-5%,-5%,-9%
Cc1cccc(NC(=O)C2CC(=O)n3ncnc3N2)c1 (stereo not given),0%,26%,-18%,i,5%,0.6%,17%[57.1 µM],2%,8%
COc1cccc(-c2cc(C(=O)Nc3c(C)n(C)n(-c4ccccc4)c3=O)no2)c1,0%,17%[11.4 µM],6%,0%,2%,-1.2%,11%[57.1 µM],-2%,-17%
O=C(Cn1ccc(C(F)(F)F)n1)NNC(=O)c1cccnc1,-3%,-4%,-26%,6%,0%,3.5%,30%,-7%,10%
Cc1cccc(N2C(=O)C(Oc3ccc(Cl)cc3Cl)C2C=O)c1C (stereo not given),?,-16%,-20%,-27%,-10%,-1.7%,-8%,-24%,-11%
CCOC(=O)Cc1c(C)nc2c(-c3ccc(OC)c(OC)c3)c(C)nn2c1C,0%,3%,0%,-8%,0%,0.0%,0%,-1%,-5%
O=C(CCc1nc(-c2ccccc2Cl)no1)Nc1cccnc1,-12%,-8%,-15%,-10%,6%,0.2%,34%[57.1 µM],-4%,14%[57.1 µM]
CCOC(=O)/C(=C(/C)N)C1CC(=O)NC1=O (stereo not given),-11%,nt,-22%,-11%,-4%,nt,nt,-1%,nt
COC(=O)CC1COc2ccccc2N1C(=O)c1cccc(C(F)(F)F)c1 (stereo not given),3%,-18%,-6%,-14%,-3%,3.2%,3%[57.1 µM],2%,4%[57.1 µM]
CCC1CCCCN1CCNC(=O)CCS(=O)(=O)c1ccc(Br)cc1 (stereo not given),1%,-39%,-5%,21%,-2%,-1.4%,15%,-1%,8%
CCCC1(C(=O)OC)NC(c2ccco2)C2C(=O)N(C)C(=O)C21 (stereo not given),-2%,?,-14%,0%,5%,0.0%,8%[57.1 µM],1%,-1%[57.1 µM]
CCN(C[C@H]1N[C@@](CC)(C(=O)OC)[C@H]2C(=O)N(Cc3ccccc3)C(=O)[C@@H]12)C(=O)NC(C)C,9%,17%,-21%,-21%,15%,nt,11%,-3%,-3%
CCSc1nnc(NC(=O)CSc2nnc(-c3c[nH]c4ccccc34)n2CC)s1,3%,5%,-15%,13%,12%,0.3%,6%[57.1 µM],-9%,4%[57.1 µM]
COc1nc(NCCN2CCOCC2)nc(Nc2ccc([N+](=O)[O-])cc2)n1,-8%,12%,1%,-15%,4%,2.2%,-14%,1%,-9%
COc1ccccc1C(=O)n1nc(-c2cccnc2)nc1NCc1ccccc1,4%&-3%,2%&-1%,-20%&-15%,-17%&-7%,1%&-10%,-0.3%&0.1%,4%&21%,0%&-5%,-4%&-1%
CC(=O)c1ccc(N2CCN(CC(O)c3ccccc3)CC2)cc1 (stereo not given),-20%,2%,-6%,-3%,33%[activator],3.7%,-2%,1%,-9%
COc1ccccc1CNC(=O)CN1C(=O)NC2(CCCc3sccc32)C1=O (stereo not given),-16%,-21%,-20%,212%[activator],12%,-0.3%,9%,0%,2%
Cc1nc2c(=O)n(-c3cccc(C(F)(F)F)c3)nc(C)c2s1,1%,17%,-8%,0%,4%,-3.2%,11%,1%,4%
